Screens as filed in PubChem.
Mdm2 ligase inh – blocks human Mdm2 ubiquitin ligase activity | signal enhancement, % at 5 µM | 210,000 tested, 0.11% active | Q00987 | cell-based MDM2 ubiquitination luciferase reporter, 2 h; 0 = plate control, 100 = twice control, blank-subtracted | AID 1230;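 active = signal enhancement of 30% or more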;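 also: luminescence tracks abundance of the self-degrading MDM2-luciferase fusion protein; higher signal means inhibition of MDM2 E3 ligase activity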
Target sequence (Q00987 whole entry, looked up, the tested form may be a part): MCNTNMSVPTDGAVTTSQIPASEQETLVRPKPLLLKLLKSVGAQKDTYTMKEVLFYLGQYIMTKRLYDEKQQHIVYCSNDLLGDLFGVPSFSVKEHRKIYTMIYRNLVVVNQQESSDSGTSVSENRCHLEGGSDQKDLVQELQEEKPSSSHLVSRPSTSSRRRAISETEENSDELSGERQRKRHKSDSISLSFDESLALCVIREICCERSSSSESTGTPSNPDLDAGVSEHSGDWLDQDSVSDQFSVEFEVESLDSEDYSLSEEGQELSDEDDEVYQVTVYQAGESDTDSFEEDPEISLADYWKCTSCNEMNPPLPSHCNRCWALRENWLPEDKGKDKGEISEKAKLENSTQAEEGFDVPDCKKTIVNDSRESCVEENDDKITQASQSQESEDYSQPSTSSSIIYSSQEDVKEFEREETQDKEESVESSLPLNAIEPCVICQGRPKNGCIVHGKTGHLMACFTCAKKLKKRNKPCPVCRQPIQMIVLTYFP
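Assay system: mammalian cells stably expressing self-ubiquitinating, self-degrading MDM2 E3–luciferase fusion. Quantity: 2000 cells in each well. Medium: DMEM culture medium. Compound dosing: single-point 5 µM. Timing: cell settling 4 h, compound treatment 2 h, both 37 °C. Technique: luciferase luminescence. Read-out basis: percent signal gain over controls, blank-subtracted. Benchmarks: plate controls and plate blanks.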
Hck-Nef inh – inhibitors of human Hck kinase activated by Nef | Recombinant Hck-YEEI plus Nef, Z-Lyte FRET kinase assay | inhibition, % at 20 µM | 220,000 tested, 0.68% active;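 active = Hck-Nef kinase inhibition above about 50%, limit read from the data; inactive = inhibition below that limit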;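 also: 0% = DMSO with Hck plus Nef and 100% = Hck alone without Nef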
L929 necroptosis – blocks zVAD induced death of L929 cells; L929 zVAD necroptosis rescue, ATP luminescence, 24 h; with zVAD 60 µM; viability rescue, % at 10 µM; 220,000 tested, 0.38% active;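 active = activation, scaled between plate controls, above about 75%, limit read from the data; inactive = activation under that limit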;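 also: 0% = zVAD with DMSO and 100% = DMSO alone without zVAD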
EBV gp42 inh – blocks Epstein-Barr virus glycoprotein 42 binding; Q1HVG2; Fluorescence polarization binding assay, mP read-out; inhibition, % (tested at 21.74 µM); 220,000 tested, 0.42% active; AID 1085; in the data active = inhibition above about 50%
Runt-SMMHC FRET – Runt domain-CBFb-SMMHC interaction inhibition | Cerulean-Runt/Venus-CBFb-SMMHC FRET ratio 530/480, 1 h | inhibition, % at 20 µM | 220,000 tested, 0.74% active;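 active = mean inhibition across duplicate retests at 20 µM reaching about 50%, limit read from the data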;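 also: 0% = DMSO wells and 100% = wells with excess untagged CBFb-SMMHC; inhibitors lower the FRET ratio by blocking Runt binding to CBFb-SMMHC; some results filed as inactive read as strong as hits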
TbHK1 inh – blocks Trypanosoma brucei hexokinase 1 activity; AID 1430; recombinant TbHK1, G6PDH-coupled NADH A340; inhibition, % at 10 µM; 220,000 tested, 0.11% active;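 active = inhibition of 50% or more in the single-dose primary screen; inactive = inhibition below 50%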
Runt-CBFb FRET – inhibitors of human RUNX1 Runt domain binding to CBFb; Q01196+Q13951; Cerulean-Runt/Venus-CBFb FRET ratio 530/480, 1 h; inhibition, % at 20 µM; 220,000 tested, 0.46% active; AID 1496;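 active = inhibition over about 50% at 20 µM in the single-dose screen, limit read from the data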;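 also: 0% = DMSO wells and 100% = excess unlabeled CBFb competitor control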
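Measured by: fluorescence energy transfer, 422 nm excitation, 530/480 nm emission; Assay system: Cerulean-Runt domain; Medium: Tris pH 7.5 buffer with BSA; Measure: loss of energy transfer signal; Controls: 5 µM unlabeled CBFb as full-inhibition high control; Incubation: protein complex preformed 1 h, compound exposure 1 h, room temperature, dark.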
p47phox inh – p47phox (human) inhibition; P14598; p47phox/p22phox peptide binding, fluorescence polarization, 2 h; inhibition, % at 24.7 µM; 220,000 tested, 0.53% active; AID 1274;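 active = inhibition above about 30%, limit read from the data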;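 also: 0% = p47phox with labelled peptide and 100% = labelled peptide alone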
Target sequence (P14598 whole entry, looked up): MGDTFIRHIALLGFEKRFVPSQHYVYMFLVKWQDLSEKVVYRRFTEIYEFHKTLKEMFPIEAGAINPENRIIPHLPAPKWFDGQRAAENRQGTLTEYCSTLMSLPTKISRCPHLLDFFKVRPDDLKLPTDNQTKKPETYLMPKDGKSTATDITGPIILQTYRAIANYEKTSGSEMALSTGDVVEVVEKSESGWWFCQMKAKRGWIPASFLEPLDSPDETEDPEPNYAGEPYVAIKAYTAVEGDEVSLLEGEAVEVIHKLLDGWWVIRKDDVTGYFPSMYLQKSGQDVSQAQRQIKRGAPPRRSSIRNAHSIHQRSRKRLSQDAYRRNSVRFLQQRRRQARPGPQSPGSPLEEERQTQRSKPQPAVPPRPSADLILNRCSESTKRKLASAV
14-3-3 Bad inh – disrupts binding of bovine 14-3-3 zeta to phospho-Bad peptide; P63103; TR-FRET 14-3-3zeta/Dy647-pBad peptide displacement, 1 h; inhibition, % at 21.7 µM; 220,000 tested, 0.71% active; AID 781;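 active = inhibition above about 70%, limit read from the data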;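 also: 0% = full 14-3-3 plus peptide FRET controls and 100% = background without 14-3-3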
* = called active by the depositor; . = not tested or not shown; [ ] = remark or other dose.

SMILES	Mdm2 ligase inh	Hck-Nef inh	L929 necroptosis	EBV gp42 inh	Runt-SMMHC FRET	TbHK1 inh	Runt-CBFb FRET	p47phox inh	14-3-3 Bad inh
COc1ccc(C(=O)N(NC(=O)Oc2ccccc2)C(C)(C)C)cc1	-10	9	0.9	-12	2	2	-1	6	3
O=C(Nc1ccc(F)cc1)Nc1ccccc1C(=O)NCCN1CCNC1=O	0	-2	-0.3	-7	1	-13	1	-1	-6
O=C(Cn1nc(Cc2cccnc2)c2ccccc2c1=O)NCc1ccc(F)cc1	-27	1	-1.1	-14	1	-9	1	-4	13
COc1ccc(-c2cc(C(F)(F)F)nc(SCCC(=O)N3CCOCC3)n2)cc1	-23	0	0.0	-1	-7	-21	-4	-2	6[fluorescence artefact?]
COc1ccc(OCc2ccc(-c3nc4ccccc4c(=O)n3N)o2)cc1	-18	3	0.3	-1	-1	-21	-2	6	-11
O=C(NCc1cccnc1)/C(=N\O)c1ccccc1	-23	0	-0.7	-11	-2	0	0	-4	-15
COc1cccc(CN2CCNC(=O)C2CC(=O)NCc2cn3cccc(C)c3n2)c1OC (stereo not given)	-9	18	-0.5	-5	1	-3	2	-2	-5
O=C(Nc1ccc(F)cc1)N1CCN(c2nc3ccccc3s2)CC1	-21	2	0.1	-11	-8	26	1	-4	-3
CC1CCCN(C(=O)c2ccc3c(=O)n(C4CCCC4)c(=S)[nH]c3c2)C1 (stereo not given)	-42	11	1.4	-3	-4	-1	2	2	-7
CC1=C(OC(=O)c2ccccc2)C(C)(C)C(c2ccc(Br)cc2)OC1=O (stereo not given)	-1	-16	-0.2	-19	-1	-3	3	-10	58
CCOc1ccc(Nc2ncnc3ccc([N+](=O)[O-])cc23)cc1	-30	26	0.3	-13	0	-24	0	-2	2
CCOC(=O)CN1C(=O)C(C)(C)Oc2ccc(C(=O)NC(C)(C)CC)cc21	-14	1	0.5	-7	-3	-6	-3	-16	6
O=C(NCC(=O)N(CCN1CCOCC1)C(C(=O)NC1CCCC1)c1ccccc1)c1cccs1 (stereo not given)	-9	20	2.0	-25	4	-4	2	-6	1
CN=c1sc(C(=O)Nc2ccccc2)c(C)n1C	-5	-2	-0.6	-5	-3	-5	1	-5	-5
Cc1cc(Cl)c(S(=O)(=O)NCc2ccccc2)cc1OCC(N)=O	-1	3	-0.1	-19	2	-2	-1	-18	4
Nc1ccccc1C(=O)N1CCCC1	-2	9	0.1	-2	4	-2	0	4	-5
Cc1ccc2nc(/N=C(\N)NC(=O)N3c4ccccc4Sc4ccccc43)nc(C)c2c1	10	1	3.6	-28	-3	-15	0	-46	-15
CS(=O)(=O)N(Cc1ccccc1)c1ccccn1	-14	2	-0.1	-7	-2	-6	0	-14	9[fluorescence artefact?]
O=C(N/N=C/c1ccc(Br)s1)c1ccccc1[N+](=O)[O-]	-1	7	0.4	-9	-1	-29	.	-3	7
CC(=O)Nc1ccc(S(=O)(=O)N2CCN(CC(O)COc3ccc4ccccc4c3)CC2)cc1 (stereo not given)	-4	2	0.8	11	-2	-17	-2	-5	0
CC/C=C/C(=O)N1CC2(CC(c3cccc(NC(=O)c4ccccc4)c3)=NO2)C[C@@H]1C(N)=O (stereo not given in full)	-15	3	0.7	-17	6	2	-2	4	-9
CC(C)NC(=O)CSCc1c(Cl)cccc1Cl	-1	-19	-0.1	-5	0	-1	3	-14	-4
O=C(N/N=C/c1ccccc1O)/C(=C/c1ccccc1)CCO	-11	1	2.3	-14	3	-20	5	-27	-14
O=C(NNc1nc2ccccc2s1)c1ccccc1F	-5	0	0.0	-13	-2	-8	0	-20	0
CCc1ccc(OCc2cnc(Cl)s2)cc1	-23	21	2.0	2	-2	3	0	-15	-17

Fetched one by one from the entries so far:
SMILES	Mdm2 ligase inh	Hck-Nef inh	L929 necroptosis	EBV gp42 inh	Runt-SMMHC FRET	TbHK1 inh	Runt-CBFb FRET	p47phox inh	14-3-3 Bad inh
COc1ccc(C(=O)N(NC(=O)Oc2ccccc2)C(C)(C)C)cc1	-10	9	0.9	-12	2	2	-1	6	3
CC1=C(OC(=O)c2ccccc2)C(C)(C)C(c2ccc(Br)cc2)OC1=O (stereo not given)	-1	-16	-0.2	-19	-1	-3	3	-10	58
CCc1ccc(OCc2cnc(Cl)s2)cc1	-23	21	2.0	2	-2	3	0	-15	-17

Sorted by count of non-hydrogen atoms (largest number first): some entries from above.
SMILES	Mdm2 ligase inh	Hck-Nef inh	L929 necroptosis	EBV gp42 inh	Runt-SMMHC FRET	TbHK1 inh	Runt-CBFb FRET	p47phox inh	14-3-3 Bad inh
COc1ccc(C(=O)N(NC(=O)Oc2ccccc2)C(C)(C)C)cc1	-10	9	0.9	-12	2	2	-1	6	3
CC(C)NC(=O)CSCc1c(Cl)cccc1Cl	-1	-19	-0.1	-5	0	-1	3	-14	-4
Nc1ccccc1C(=O)N1CCCC1	-2	9	0.1	-2	4	-2	0	4	-5

Next structures
SMILES	Mdm2 ligase inh	Hck-Nef inh	L929 necroptosis	EBV gp42 inh	Runt-SMMHC FRET	TbHK1 inh	Runt-CBFb FRET	p47phox inh	14-3-3 Bad inh
O=C(O)C1=C[C@H](c2cccs2)C[C@H](OCCCCO)O1	3	26	0.2	-10	-1	-18	0	-14	12
COc1nc(SC)nc(Cl)c1Cc1ccc(OC(C)C)cc1	-10	3	-0.2	-2	-19	43	-8	-5	15[fluorescence artefact?]
Cc1cccc2cc(CN(CCCO)C(=O)Nc3cccc(Cl)c3)c(=O)[nH]c12	1	0	0.0	-25	4	-9	-3	-19	-6
O=C(CN1C(=O)c2ccccc2S1(=O)=O)N1CCc2ccccc21	-66	13	0.2	-1	-9	4	1	-4	-11[fluorescence artefact?]
Cc1ccc2nsnc2c1NC(=O)c1cccc([N+](=O)[O-])c1	-13	2	0.7	-14	-3	-11	2	-3	5
CC(=O)Nc1ccc(NC(=O)CCNS(=O)(=O)c2cccc3nsnc23)cc1	-10	19	0.5	-8	1	-10	0	-4	-1
O=C(C1CC(=O)N(C2CCCC2)C1)N1CCN(c2ccccc2F)CC1 (stereo not given)	-1	1	0.5	-4	-1	-3	1	3	10
O=C(O)C1C2C=CC(O2)C1C(=O)NCCc1cccc(Cl)c1 (stereo not given)	-10	16	1.5	-15	3	1	2	-9	0
COc1ccc(-c2ccnc(-c3ccc(O)cc3)n2)cc1	-7	32	0.0	-3	4	-1	-1	-28	-6
Cc1cc(C)c(Nc2ncnc(N)n2)c(C)c1	-14	6	0.8	-11	-1	-6	1	-5	-9
COCCCNC(=O)CCCn1c(=O)c2ccccc2n(Cc2cccc([N+](=O)[O-])c2)c1=O	-7	21	-0.4	-5	2	1	0	-9	-9
O=C(N/N=C/c1cccc([N+](=O)[O-])c1)c1cccc(Br)c1	-11	19	0.5	-5	2	1	-2	-1	-3
CCc1cc(/C(Cc2ccccn2)=N\Nc2ccccc2)c(O)cc1O	2	21	2.0	-5	-1	-16	4	-15	-5
O=C(CCc1nnc(C2CCCCC2)o1)NCCCOc1cccnc1	-9	0	0.1	0	-1	-8	0	-3	-13
O=C(c1ccccc1-c1nc(-c2ccc(F)cc2)no1)N1CCCC1	-2	0	-0.5	-9	1	9	-1	-5	1
CCCn1c(=O)c2c(nc3n2CCN3Cc2ccco2)n(C)c1=O	0	-48	-0.2	2	1	9	0	-1	0
COc1ccc(CC(=O)Nc2nc3n(n2)C(c2ccccc2)CC(=O)N3)cc1OC (stereo not given)	-10	1	0.2	-16	-3	2	-1	-22	0[fluorescence artefact?]
O=C1COc2ccc3ccccc3c2CN1	-16	-18	-0.6	-7	-1	-3	-1	-7	1
O=C1NC(c2ccccc2)=N/C1=C/c1ccco1	-13	1	0.9	0	-4	-10	6	-14	-10
C=CCc1cccc(CNc2nc3ccccc3n2CCC)c1O	-10	-1	0.9	-1	6	15	1	-17	-3
Cc1cc(OC(=O)c2ccccc2Br)cc(=O)n1C	-40	0	-0.1	-27	-5	-5	-2	-5	-2[fluorescence artefact?]
Cc1nnc(SCc2cc(=O)[nH]c(N3CCN(C)CC3)n2)s1	-10	-7	.	-3	0	2	-1	6	3
CC(=O)Nc1ccc(S(=O)(=O)NC2(C(F)(F)F)C(=O)Nc3c2c(=O)[nH]c(=O)n3C)cc1 (stereo not given)	22	2	0.5	-8	-4	-7	1	-7	30
CC(=O)N(/N=C1\Sc2ccccc2C1=O)c1cccc(C)c1	-9	-1	-0.3	3	-8	-4	-6	-47	-4[fluorescence artefact?]
CCOC(=O)C1=C(C)NC2=C(C(=O)C(C(=O)OC)C(C)C2)C1c1ccc(OC)c(O)c1 (stereo not given)	-2	7	0.3	0	8	-9	0	0	-4
CCN(CC)C(=O)CCSc1nnc(-c2ccco2)o1	-5	17	0.6	-5	-1	-3	-1	-3	-8
S=C(Nc1ccccn1)NC1CCCC1	-14	-7	0.8	-10	3	-1	13	-10	-6
Cc1cc(C)n2nc(SCC(=O)c3cc(C)n(-c4cc(C)on4)c3C)nc2n1	0	0	-0.2	8	1	-3	16	-5	-6
COc1cc(NC(=O)c2ccccc2F)c(OC)cc1NC(=O)CN1CCOCC1	11	18	23	-7	3	-6	-3	-3	8
CC(C)c1ccccc1-n1c(SCc2cc(=O)oc3ccc4ccccc4c23)nnc1-c1cccnc1	-14	-1	-0.4	-84	-2	-2	-4	-65	-7
